From PubChem
PI5P4K alpha inh = qHTS for Inhibitors of phosphatidylinositol 5-phosphate 4-kinase (PI5P4K). PI5P4Kalpha enzyme, ADP-Glo luminescence, 60 min; stronger effect = lower value. max response, %. hit rate 1.2% among 330,000. AID 652105, 2013; active = max response of -50% or lower; inconclusive = between -30% and -50%; inactive = -30% or higher; also: value at the top dose of about 77 µM; % is scaled to controls: 0 for no effect and ±100 for the full control effect
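Controls without substrate or without enzyme flank wells where PI5P4Kalpha converts substrate using 5 microM ATP (final). Incubation lasts 60 minutes at room temperature; ADP formed is read by ADP-Glo luminescence.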
aSyn yeast inh = qHTS of alpha-syn Inhibitors | Yeast expressing alpha-synuclein, growth rescue, BacTiter-Glo, 24 h | AID 652106, 2013 | Potency, µM (highest dose often 46.1 µM), inactives show at the top dose growth rescue (activation), hits mostly activators | hit rate 0.14% among 370,000; also: potency is read from the fitted curve at half-maximal effect; % of control where 0% means no effect; nearly all actives have a fitted effect of over 65% in size
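Readout is rescue of growth in alpha-synuclein-expressing yeast, so inhibitors of toxicity appear as activators. Growth after 24 hr at 30 deg C in galactose medium is quantified by luminescence.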
PLK1 PBD block = qHTS for Inhibitors of PLK1-PDB (polo-like kinase 1 - polo-box domain): Primary Screen | Potency, µM, without a hit: max response, negative = inhibition, actives largely listed as inhibitors | Plk1 PBD binding of FITC phosphopeptide, fluorescence polarization | AID 720504, 2013 | Serine/threonine-protein kinase PLK1 (Homo sapiens), P53350 | hit rate 2.8% among 360,000; also: potency is read from the fitted curve at half-maximal effect; series mostly up to about 57 µM; % is scaled to controls: 0 for no effect and ±100 for the full control effect; nearly all actives have a fitted effect of over 65% in size
EPAC1 antagonist = qHTS for Antagonist of cAMP-regulated guanine nucleotide exchange factor 3 (EPAC1): primary screen; Rap guanine nucleotide exchange factor 3 (Homo sapiens), O95398; EPAC1 GEF assay, Rap1b-BODIPY-GDP exchange fluorescence; Potency, µM (titrated, usually from 115 µM), without a hit: top-dose activity change, negative = inhibition, actives largely listed as inhibitors; hit rate 0.14% among 360,000; AID 720709, 2013;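 also: potency is read from the fitted curve at half-maximal effect; plate controls were vehicle for no effect and positive control for full effect; nearly all actives have a fitted effect of over 50% in size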
Target sequence (O95398 whole entry, looked up): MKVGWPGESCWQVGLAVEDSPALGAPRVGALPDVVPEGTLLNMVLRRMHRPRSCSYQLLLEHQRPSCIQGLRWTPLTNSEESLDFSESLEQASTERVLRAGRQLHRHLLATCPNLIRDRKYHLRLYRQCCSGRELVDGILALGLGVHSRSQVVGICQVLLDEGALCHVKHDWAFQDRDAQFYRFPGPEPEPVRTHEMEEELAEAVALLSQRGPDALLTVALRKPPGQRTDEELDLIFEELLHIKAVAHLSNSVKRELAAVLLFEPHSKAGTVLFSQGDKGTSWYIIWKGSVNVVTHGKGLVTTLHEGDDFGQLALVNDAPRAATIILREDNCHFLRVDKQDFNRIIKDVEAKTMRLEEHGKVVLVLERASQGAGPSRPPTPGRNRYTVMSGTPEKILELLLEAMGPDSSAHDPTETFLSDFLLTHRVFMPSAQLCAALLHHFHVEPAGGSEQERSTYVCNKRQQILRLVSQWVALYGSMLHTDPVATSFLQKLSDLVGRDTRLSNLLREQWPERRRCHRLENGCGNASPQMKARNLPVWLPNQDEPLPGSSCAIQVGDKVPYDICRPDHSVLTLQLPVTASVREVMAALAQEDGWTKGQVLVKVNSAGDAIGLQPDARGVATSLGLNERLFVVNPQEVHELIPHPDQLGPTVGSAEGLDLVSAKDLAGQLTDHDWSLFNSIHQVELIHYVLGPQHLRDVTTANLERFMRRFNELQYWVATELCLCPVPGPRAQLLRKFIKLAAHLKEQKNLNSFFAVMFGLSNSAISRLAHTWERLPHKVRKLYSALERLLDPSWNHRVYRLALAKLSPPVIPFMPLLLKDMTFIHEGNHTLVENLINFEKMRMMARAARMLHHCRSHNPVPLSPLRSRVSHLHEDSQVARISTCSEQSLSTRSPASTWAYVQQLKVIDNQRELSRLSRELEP
FUS yeast rescue = qHTS for Suppressors of FUS Proteinopathy: Primary screen using FUS-linked yeast assay | S. cerevisiae FUS-expressing, growth rescue, OD600, 24 h | Potency, µM (highest dose often 76.6 µM), for inactives: at the highest dose growth rescue (activation), most hits filed as activators | hit rate 0.24% among 390,000;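 also: potency is read from the fitted curve at half-maximal effect; plate controls were DMSO vehicle for no effect and reference control for full effect; nearly all actives have a fitted effect of over 55% in size; some results filed as inactive show a strong effect at the top dose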
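Steps: raffinose overnight preculture; dilution to OD 0.005 in 2% galactose minimal medium; compound addition (concentration series); 24hr at 30C, 99% humidity; absorbance read at 600 nm.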
Abeta yeast res = qHTS for compounds that reverse cellular toxicity of Amyloid beta (A-beta) peptide in yeast: Primary Screen; yeast expressing A-beta42, growth rescue, OD600, 48 h; response scale: 0% DMSO, 100% iron-clioquinol control; Potency, µM (doses to about 46.1 µM), inactives show top-dose growth rescue, actives largely listed as activators; hit rate 0.063% among 410,000; AID 1347071, 2019; also: potency is read from the fitted curve at half-maximal effect; nearly all actives have a fitted effect of over 55% in size
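Growth rescue measured by 600 nm absorbance after 48 h yeast culture at 30 C with compound. Values normalized between DMSO and an equimolar ferric chloride plus clioquinol control.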
IL-2 act = qHTS of IL-2 Activators. IL-2 activation reporter assay, cell-based qHTS; stimulated with anti-CD3/CD4/CD28 beads; in transgenic mouse T cells. activation, % (series mostly up to about 46 µM). hit rate 0.065% among 360,000; in the data active = activation above about 50%; inconclusive = mostly about 30% to 49%; also: 0% is about no effect
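Screening format: compound pinned onto unstimulated transgenic mouse T cells, 60 min incubation, then anti-CD3/anti-CD4/anti-CD28 bead stimulation for 18 hours at 37 degrees C, followed by EGFP and DsRed detection.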
EPAC1 agonist = qHTS for Agonist of cAMP-regulated guanine nucleotide exchange factor 3 (EPAC1): primary screen. EPAC1 agonist qHTS, biochemical assay; response scale: 100% = response to 6.5 mM cAMP. hit rate 0.073% among 360,000. Potency, µM (doses to about 154 µM), inactives show at the top dose activation, actives largely listed as activators; also: potency is read from the fitted curve at half-maximal effect; nearly all actives have a fitted effect of over 60% in size
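EPAC1 100 nM, Rap1B–BODIPY-GDP 250 nM, unlabeled GDP 50 uM; compound titration; 5 min RT; kinetic read ex480/em540 at 5-min intervals ×30 min; data normalized to 6.5 mM cAMP agonist control.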
WRN inhibitor = qHTS for Inhibitors of WRN Helicase. Potency, µM (series often up to 114 µM), without a hit: at the top dose activity change, negative = inhibition, most hits filed as inhibitors. Bifunctional 3'-5' exonuclease/ATP-dependent helicase WRN (Homo sapiens), Q14191. WRN helicase unwinding, fluorescent forked duplex, kinetic. hit rate 0.46% among 360,000; also: potency is read from the fitted curve at half-maximal effect; % is scaled to controls: 0 for no effect and ±100 for the full control effect; nearly all actives have a fitted effect of over 55% in size
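Kinetic red-fluorescence monitoring (525/598 nm) tracks WRN helicase activity after 100 nM fluorophore-quencher forked duplex and 2 mM ATP are added to 20 nM enzyme pretreated 15 min at room temperature with compound.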
Numbers without * were called inactive; ? = inconclusive; / = not tested or not shown; & = joins results of further samples; [ ] = dose if it differs, or a comment. Unless noted, calls follow the shape of the dose curve; as a rule, active = well fitted curve in the direction sought with a large enough effect; inconclusive = small, poorly fitted or top-dose-only effect, or another doubt; inactive = no such curve, though single readings can be large; an effect the other way counts as inactive or inconclusive.

SMILES	PI5P4K alpha inh	aSyn yeast inh	PLK1 PBD block	EPAC1 antagonist	FUS yeast rescue	Abeta yeast res	IL-2 act	EPAC1 agonist	WRN inhibitor
O=C(O)C=C1CCN(c2ncc(C(F)(F)F)cc2Cl)CC1	1	13%	-12%	-3%	3%	-33%[inhibitor]	-2.6	4%	-7%
O=C(CCCOC(=O)c1cccnc1Cl)c1ccc(Br)cc1	1	10%	-3%	-4%	40%	-10%	-0.3	11%	-1%
COc1cccc2c(=O)c(SC(F)(F)C(F)C(F)(F)F)c(C)[nH]c12 (stereo not drawn)	/	-10%	-5%	11%	10%	-7%	1.3	-6%	-9%
CC(C)Cn1c(N)c(C(=O)COC(=O)CCNS(=O)(=O)c2ccccc2)c(=O)n(C)c1=O	2	-2%	-2%	-2%	24%	-2%	1.8	6%	0%
O=C(c1[nH]c(C(F)(F)F)nc1-c1ccccc1)N1CCN(c2ccncc2)CC1	-3	-8%	5%	-4%	-19%	4%	-0.3	-10%	2%
COc1ccccc1CNC(=O)COC(=O)c1ccc(C)c(S(=O)(=O)N2CCCCC2)c1	0	5%	3%	-29%	8%	-2%	-1.5	-8%	1%
CCc1cccc(CC)c1NC(=O)Cn1c(-c2ccccc2Cl)nc2ccccc21	7	-1%	-5%	0%	15%	-10%	-2.3	9%	-4%
C=C1C(=O)[C@]23C[C@H]1CCC2[C@]1(C)CCC[C@@](C)(C(=O)O)C1C[C@@H]3O (stereo partly drawn)	-2	?	?	?	1%	-87%[inhibitor]	-1.1	-1%	?
Cc1ccc(NS(=O)(=O)c2ccc3c(c2)n(C)c(=O)n3C)c(C)c1	-4	-2%	-8%	-20%	8%&-4%	-15%&14%	-1.4	5%	-7%
Cc1ccc(O)c(-c2cc(-c3ccc(F)cc3)no2)c1	3	-26%	-5%	-10%	-21%	-10%	2.0	-1%	-1%

Full records, looked up by structure.
CC(C)Cn1c(N)c(C(=O)COC(=O)CCNS(=O)(=O)c2ccccc2)c(=O)n(C)c1=O in the list: PI5P4K alpha inh: 2; aSyn yeast inh: -2%; PLK1 PBD block: -2%; EPAC1 antagonist: -2%; FUS yeast rescue: 24%; Abeta yeast res: -2%; IL-2 act: 1.8; EPAC1 agonist: 6%; WRN inhibitor: 0%
O=C(CCCOC(=O)c1cccnc1Cl)c1ccc(Br)cc1 in the list: PI5P4K alpha inh: 1; aSyn yeast inh: 10%; PLK1 PBD block: -3%; EPAC1 antagonist: -4%; FUS yeast rescue: 40%; Abeta yeast res: -10%; IL-2 act: -0.3; EPAC1 agonist: 11%; WRN inhibitor: -1%

Next part:
SMILES	PI5P4K alpha inh	aSyn yeast inh	PLK1 PBD block	EPAC1 antagonist	FUS yeast rescue	Abeta yeast res	IL-2 act	EPAC1 agonist	WRN inhibitor
NS(=O)(=O)c1ccc(NCc2cnc3ccccc3c2)cc1	1	-6%	3%	3%	-18%	1%	-1.1	6%	-1%
Cc1nc(SCC(=O)Nc2nc3ccccc3s2)c(C#N)c(C)c1C	3	?	-17%	4%	5%	2%	0.7	1%	-5%
COc1ccccc1-c1nn(-c2ccccc2)cc1C(=O)NC1CC1	10	2%	-6%	-26%	5%	-3%	1.4	13%	-5%
Cc1ccc(S(=O)(=O)NCCN2CCOCC2)s1	-1	-8%	-9%	15%	-7%	0%	-1.7	10%	7%
COc1ccc(OCc2cc(C(=O)NC(C)c3cnn(C)c3)no2)c(Cl)c1 (stereo not drawn)	2	4%	3%	-27%	13%	7%	2.1	1%	4%
N#CC1=CC2CN(Cc3ccccc3)C1C1C(=O)N(c3ccccc3)C(=O)C21 (stereo not drawn)	-3	3%	0%	-13%	/	1%	-0.1	6%	8%
O=C1CCCCN1CC(=O)N1CCCC(N2CCN(c3ccccc3F)CC2)C1 (stereo not drawn)	-2	3%	-7%	4%	-22%	0%	-2.1	2%	4%
Cc1cc(N/N=C/c2ccccc2O)c2ccccc2n1	-4	2%	6%	-5%	-7%	-10%	1.0	0%	-18%
Cc1cc(C)cc(OCC(=O)OCC(=O)Nc2cc(S(=O)(=O)N3CCOCC3)ccc2C)c1	1	-3%	-10%	-9%	/	0%	1.6	8%	6%
CCNC(=O)COc1ccc(/C=C2\COc3ccccc3C2=O)cc1OC	3	11%	-22%	?	17%	-41%[inhibitor]	-6.3	4%	-5%
CCOC(=O)C[C@H]1c2ccc(C(F)(F)F)cc2S(=O)(=O)N1c1ccccc1	3	12%	?	?	1%	?	2.8	-24%	?
COC(=O)[C@@H]1Cc2c([nH]c3ccccc23)C2CCC(=O)N21 (stereo partly drawn)	9	2%	-1%	-16%	30%	-4%	2.9	4%	-11%
COc1ccc(Br)cc1/C=C/c1ccc2cccc(O)c2n1	17	12%	-4%	-6%	14%	-3%	0.1	14%	12%
COCCn1c(-c2ccc(NC(C)=O)cc2)nc2c1c(=O)[nH]c(=O)n2CC(C)C	-1	0%	-5%	6%	16%	?	-2.6	10%	-5%
O=C(CCc1nnc(-c2ccc3c(c2)OCO3)o1)NC(c1cccnc1)C(F)(F)F (stereo not drawn)	0	11%	0%	6%	4%	-15%	0.4	-3%	-1%
Cc1cccc(OCC(=O)N/N=C/c2ccc3c(c2)OCO3)c1	6	0%	-4%	6%	0%	-14%	1.8	-2%	-9%
Cc1ccc(C)c(CSCc2nc3ccccc3[nH]2)c1	2	-12%	-5%	3%	11%	23%	2.5	8%	-11%
CC(=O)N1CCc2cc(S(=O)(=O)CCC(=O)Nc3c(C)n(C)n(-c4ccccc4)c3=O)ccc21	3	0%	-9%	-13%	11%	4%	1.4	0%	9%
Cc1ccc(NC2CCCN(C(=O)c3nonc3C)C2)cc1C (stereo not drawn)	2	4%	-11%	8%	12%	0%	-2.1	4%	8%
O=C(Nc1ccccc1)N1CCCC1	/	3%	1%	13%	-8%	3%	-1.5	-2%	1%
COc1ccc(S(=O)(=O)NCc2ccccn2)c(C)c1C	2	10%	5%	-9%	21%	3%	-0.5	-7%	1%[57.1 µM]
CO/N=C/C(=N\Nc1ccccc1)C(=O)c1ccccc1	14	2%	24µM*	7%	16%	-7%	-1.3	-2%	4%[57.1 µM]
COc1ccc(N2CC(C(=O)N3CCC4(CC3)CC(=O)c3ccccc3O4)CC2=O)cc1 (stereo not drawn)	-5	4%	-2%	10%	-9%	11%	-5.9	-6%	6%
COc1ccccc1C1NC(=O)CCC1[N+](=O)[O-] (stereo not drawn)	-10	2%	-3%	-11%	10%	-8%	-1.3	-3%	?
O=c1[nH]c2ccccc2c(=O)n1Cc1ccccc1	3	1%	-8%	13%	16%	17%	2.9	-6%	-6%
Cc1cccc(NC(=O)CSCC(=O)Nc2ccc(N3CCOCC3)cc2N2CCOCC2)c1	-4	-5%	-5%	-26%	12%	-19%	0.7	-4%	6%
O=C(NNC(=O)C1CCN(c2ncccn2)CC1)c1ccc(Cl)cc1	1	1%	-11%	-9%	-6%	-16%	3.2	6%	2%
CCCc1nn2c(=O)cc(COc3ccc(NC(=O)c4ccco4)cc3)nc2s1	2	0%	21µM*	0%	-4%	11%	-1.6	4%	-1%
O=C(/C=C/c1ccccc1)NCCC1=CCCCC1	-3	-12%	-5%	-8%	/	-15%	-0.2	5%	0%
CCCCC(=O)Nc1ccc(NC(=O)c2ccccc2[N+](=O)[O-])cc1OC	-1	12%	-5%	-17%	/	-5%	-0.4	-1%	-23%
Cc1ccc(C)c(Cn2nnc3c(=O)[nH]c(C4CCCN(C(=O)CC(C)C)C4)nc32)c1 (stereo not drawn)	/	-1%	-4%	3%	40%	-17%	-0.2	-9%	-1%
CC(=O)Nc1ccc(/C=C2\CCc3ccccc3C2=O)cc1	-1	0%	4%	?	11%	-14%	-3.3	-3%	-11%
COC(=O)c1sc(NC(=O)c2ccco2)c(C#N)c1C	-5	-8%	24µM*	-7%	2%	/	-0.5	5%	6%
CCOC(=O)N1CCN(C(=O)C[C@@H]2C[C@@]3(C(=O)OC)CCCCC=C3N(Cc3cccc4ccccc34)C2=O)CC1	7	27%	-8%	-11%	?	-3%	-0.8	?	3%
O=C(Cc1ccccc1)c1ccccn1	-23	1%	1%	0%	/	6%	1.6	4%	2%
O=C(NNC(=O)c1ccncc1)Nc1ccccc1	-9	4%	-9%	4%	13%	2%	0.5	-3%	5%
COc1ccccc1-c1ccc(SCC(=O)N2CCOCC2)nn1	2	-5%	-2%	-3%	15%	1%	-0.1	2%	-5%
CCOC(=O)CNC(=O)CSc1nnc(SCC(=O)NCC(=O)OCC)s1	/	-7%	-10%	5%	17%	-29%	-2.3	4%	0%
Cc1ccccc1CCN(C(=O)c1csnn1)C(C(=O)NC1CCCC1)c1ccco1 (stereo not drawn)	1	-3%	-21%	-11%	23%	7%	-2.8	-8%	-6%
CC(C)(C)c1ccc(C(=O)NCCn2c(N)c(C#N)c3nc4ccccc4nc32)cc1	-3	-6%	0%	-11%	0%	-14%	-1.6	-13%	-19%[57.1 µM]
CCOC(=O)C1=C(C)NC(C)=C(C(=O)OCC)C1C(=O)OCC(=O)NCCc1ccccc1	-3	-9%	-8%	-12%	?	21%	-0.8	-8%	-28%
O=S(=O)(c1cccc(F)c1)N1CCN(Cc2ccc3c(c2)OCO3)CC1	1	0%	-5%	-8%	14%	5%	-2.3	9%	-13%
O=C(CSc1ccccn1)c1ccc(F)cc1	/	1%	27µM*	-1%	-4%	-12%	0.0	4%	0%
COc1ccccc1/C=C/CN1CCC(n2nccc2NC(=O)CCc2ccccc2)CC1	2	-16%	-16%	-12%	12%	2%	-1.0	-2%	2%
O=C(Nc1cccnc1)C12CC3CC(CC(C3)C1)C2	-7	-7%	-14%	?	-8%	16%	-0.6	1%	2%

Hits appear at their usual frequency; overall some 4.1% were active at least once.
